# CAL PDZ FP-1: human CAL PDZ-peptide interaction inhibition | 330,000 tested, 0.02% active | inhibition, % at 20 µM | Q9HD26 | AID 504414 | purified CAL PDZ, TMR-peptide fluorescence polarization, 1 h;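 active = highest replicate inhibition of at least 40%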;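 also: plate controls were DMSO neutral control wells for no effect and unlabeled competitor peptide control wells for full effect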
#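 material = purified tagged CAL PDZ domain construct (CerCALP) | compound dosing = 20 µM, one dose | times = 1 h at RT | measured by = fluorescence polarization from S- and P-plane intensities, G-factor corrected | read-out = inhibition from polarization loss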
# MITF TRPM1 HTS: increases MITF-driven TRPM1 promoter luciferase signal. SK-MEL-5 TRPM1-promoter luciferase, 24 h; % of positive control, neutral wells = 0. activation, % at 12.5 µM. 300,000 tested, 0.75% active. AID 588334;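 active = mean activation of at least 80% with every replicate also reaching 80%; inconclusive = mean reaches 80% but some replicate falls short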;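 also: 0% = neutral control wells and 100% = parthenolide positive control wells; values of inactives mirror those of a sister screen read the other way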
# Rtt109 Vps75: inhibitors of Candida albicans Rtt109/Vps75 histone acetyltransferase; Q5AAJ8; purified Rtt109/Vps75, ThioGlo CoA-SH fluorescence, 4 h; inhibition, % at 34.9 µM; 330,000 tested, 0.16% active; AID 540336;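 active = inhibition of at least 50% in every replicate; inconclusive = best replicate reaches 50% inhibition but some replicates fall short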
# Target sequence (Q5AAJ8 whole entry, looked up): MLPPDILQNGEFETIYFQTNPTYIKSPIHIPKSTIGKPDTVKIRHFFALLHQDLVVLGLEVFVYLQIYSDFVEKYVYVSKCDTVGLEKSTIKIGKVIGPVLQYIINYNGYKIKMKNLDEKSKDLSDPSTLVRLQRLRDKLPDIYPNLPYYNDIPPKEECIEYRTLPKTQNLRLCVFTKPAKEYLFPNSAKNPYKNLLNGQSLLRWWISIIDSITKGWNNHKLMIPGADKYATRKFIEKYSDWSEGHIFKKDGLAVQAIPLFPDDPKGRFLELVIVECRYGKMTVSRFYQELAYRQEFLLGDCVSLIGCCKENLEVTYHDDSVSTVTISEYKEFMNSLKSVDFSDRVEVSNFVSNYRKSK
# PvdQ inh: blocks Pseudomonas aeruginosa PvdQ acylase activity | purified PvdQ acylase, fluorescence plate reader | inhibition, % at 10 µM | 340,000 tested, 0.063% active | AID 488965; in the data active = inhibition above about 30%, passing the limit was not always enough; inconclusive = no clear call, values can overlap the other calls;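 also: 0% = vehicle neutral wells and 100% = reference inhibitor wells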
# dFosB activator: mouse delta FosB homodimer activation | P13346 | purified delta FosB, TAMRA-CDK5 oligo fluorescence polarization; percent of positive-control signal above neutral wells | activation, % at 25 µM | 340,000 tested, 0.99% active;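 active = mean activation above about 17%, with every replicate also reaching it, limit read from the data, passing the limit was not always enough; inconclusive = only one of the two conditions met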;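 also: fluorescence polarization rise as delta FosB binds a TAMRA Cdk5 AP-1 oligo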
# PfHsp90 yeast 2: inhibits growth of yeast expressing Plasmodium falciparum Hsp90 | S. cerevisiae expressing PfHsp90, BacTiter-Glo ATP, 48 h; yeast lacking PDR1 and PDR3 efflux regulators | 310,000 tested, 0.32% active | inhibition, % at 9.4 µM | AID 504621;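 active = every replicate shows inhibition above about 80%, whatever the replicate mean, limit read from the data; inconclusive = mean inhibition reaches the set limit but some replicate falls short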;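 also: 0% = DMSO neutral controls and 100% = 20 µM radicicol positive controls; yeast relying on Plasmodium falciparum Hsp90 in place of its own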
# NSD2 HMT inh: NSD2 (human) methyltransferase inhibition; O96028; NSD2 peptide methylation, AlphaScreen, 120 min; inhibition, % at 12.5 µM; 310,000 tested, 0.54% active; in the data active = inhibition above about 50%
# SR-BI DiI inh: inhibitors of mouse SR-BI mediated HDL lipid uptake. Q61009. ldlA[mSR-BI] CHO cells, DiI-HDL uptake fluorescence, 3 h. inhibition, % at 12.5 µM. 320,000 tested, 0.96% active;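 active = mean replicate inhibition of at least 70% and a set share of replicates each scoring 70 or more; inconclusive = meets just one of the two criteria; inactive = fails both criteria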;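 also: 0% = median of neutral control wells and 100% = median of positive control wells; values of inactives mirror those of a sister screen read the other way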
# Target sequence (Q61009 whole entry, looked up): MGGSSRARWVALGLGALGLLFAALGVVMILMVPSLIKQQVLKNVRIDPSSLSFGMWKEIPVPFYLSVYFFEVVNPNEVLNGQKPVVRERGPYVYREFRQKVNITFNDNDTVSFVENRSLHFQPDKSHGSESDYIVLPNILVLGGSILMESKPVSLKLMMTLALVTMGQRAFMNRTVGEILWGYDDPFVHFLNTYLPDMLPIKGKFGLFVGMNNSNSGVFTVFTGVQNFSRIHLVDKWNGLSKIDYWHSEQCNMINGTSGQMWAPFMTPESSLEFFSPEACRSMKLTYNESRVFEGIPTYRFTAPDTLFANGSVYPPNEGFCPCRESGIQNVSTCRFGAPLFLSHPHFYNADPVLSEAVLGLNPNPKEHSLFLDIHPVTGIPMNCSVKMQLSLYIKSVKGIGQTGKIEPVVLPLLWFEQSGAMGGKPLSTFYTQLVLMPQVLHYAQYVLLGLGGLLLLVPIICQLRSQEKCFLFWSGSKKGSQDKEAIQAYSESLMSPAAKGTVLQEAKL
# CAL PDZ FP-2: inhibitors of human CAL PDZ peptide binding. Q9HD26. purified CAL PDZ, TMR-peptide fluorescence polarization, 1 h. inhibition, % at 24.9 µM. 300,000 tested, 0.92% active. AID 602252;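 active = mean inhibition of at least 30% with at least half of replicates also reaching 30%; inconclusive = no clear call, values can overlap the other calls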;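 also: 0% = DMSO neutral control and 100% = excess unlabeled competitor peptide PRC23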
# SR-BI uptake up: enhances SR-BI lipid uptake from DiI-HDL | CHO ldlA[mSR-BI] cells, DiI-HDL uptake fluorescence, 3 h; 100 = double the neutral-control signal | activation, % at 12.5 µM | 320,000 tested, 0.096% active | AID 504775;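 active = mean replicate activation of at least 60% and every replicate at or above 60%; inconclusive = mean or all-replicate condition met, but not both; inactive = mean below 60% and not all replicates reaching 60%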;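 also: 0% = median plate neutral-control signal and 100% = twice that signal; values of inactives mirror those of a sister screen read the other way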
#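 System: LDL receptor-deficient CHO ldlA cells overexpressing murine SR-BI | Timing: 3 h uptake period with compound, 37 °C | Medium: HEPES-buffered (25 mM, pH 7.4) F12 plus 0.5% BSA | Dosing: Single-point compound dose | Signal: Bottom-read fluorescence, 550/595 nm | Read-out: Retained DiI signal reflecting DiI-HDL uptake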
# Numbers without * were called inactive; ? = inconclusive; nt = not tested or not shown.
SMILES,CAL PDZ FP-1,MITF TRPM1 HTS,Rtt109 Vps75,PvdQ inh,dFosB activator,PfHsp90 yeast 2,NSD2 HMT inh,SR-BI DiI inh,CAL PDZ FP-2,SR-BI uptake up
CC1CN(S(=O)(=O)c2cccc(C(=O)OCC(=O)Nc3ccc4c(c3)OCO4)c2)CC(C)O1 (configuration not stated),nt,-15,2,-4,3,-13,1,8,-4,-8
CCCCNC(=O)Cn1nc([N+](=O)[O-])c([N+](=O)[O-])c1C,-1.6,9,6,1,-1,3,-2,33,-1,-33
O=C(CSC(=S)N1CCCC1)N(Cc1nnc(-c2ccccc2Cl)o1)C1CC1,-1.2,-5,2,-17,-14,9,-1,8,1,-8
CC(CCc1ccccc1)NC(=O)CCNS(=O)(=O)c1ccccc1C(F)(F)F (configuration not stated),-5.0,9,0,-11,-4,-25,1,27,7,-27
COc1ccc(-n2c(=S)[nH]c3cc(C(=O)NCc4ccc(F)cc4)ccc3c2=O)c(OC)c1,-3.5,-9,6,-7,?,-31,4,18,-2,-19
CC(=O)c1ccc(C(C)(C)c2ccc(C(C)=O)s2)s1,-0.2,-9,8,29,-3,3,-3,-4,-2,4
CC(C)Cc1nnc(NC(=O)CCC(=O)N2CCOCC2)s1,-0.4,-12,2,-13,5,-4,-1,5,0,-5
O=C(/C=N/O)Nc1ccc(F)cc1,0.0,1,1,-33,0,1,24,-18,-1,18
CCNC(=O)C/C(C)=N/NC(=O)C12CC3CC(CC(C3)C1)C2,nt,1,3,7,-7,-17,1,-14,-5,14
CCCCCCCCCCCCC/C=C/[C@@H](O)[C@@H](N)CO,-1.1,-8,-7,-11,-19,21,nt,-5,-16,5
CC(CNS(=O)(=O)c1ccc(Br)cc1)CN(C)C (configuration not stated),-0.3,19,12,-4,3,-12,18,-17,0,17
Cc1ccc(NC(=O)c2cccc(S(=O)(=O)N3CCN(C)CC3)c2)cc1F,-3.5,-40,0,3,-7,11,0,15,0,-15
NC(N)=Nc1ccc(C=C2C=Cc3ccccc32)cc1,-3.4,1,-24,-4,2,8,36,11,-17,-11
O=C(CNC(=O)c1ccc(N2CCCC2=O)cc1)Nc1ccc(F)c(F)c1F,-0.5,0,9,7,-4,3,-2,10,-1,-10
CCCN(CC(=O)Nc1ccccc1C)C(=O)c1nn(CC)c(=O)c2ccccc12,1.3,-2,3,6,-1,-10,-1,0,-2,0
O=C(COc1ccc(-n2cnnn2)cc1)Nc1ccccc1OC(F)F,0.1,nt,12,3,-4,3,1,13,-5,-13
Cc1ccccc1NC(=O)c1cc(S(=O)(=O)N2CCOCC2)cn1C,-0.2,nt,-2,-7,2,26,nt,-20,nt,20
O=C(CCNC(=O)c1ccco1)Nc1ccc(OC(F)(F)F)cc1,-1.8,7,-7,2,-5,-4,4,nt,-3,nt
COC(=O)CSc1ccc(S(=O)(=O)N2CCC(C)CC2)cc1[N+](=O)[O-],-1.4,25,-6,4,-1,8,-4,7,-2,-7
CCCCn1c(SCC(=O)Nc2nnc(C)s2)nnc1-c1ccoc1C,-4.8,12,3,-14,-7,2,2,-34,0,34
COc1ccc(Cc2c(C)nc(N)nc2Cl)cc1,0.2,-2,-12,1,-10,9,-1,-22,4,22
CCCCNC(=O)CCn1nc(-c2ccccc2)ccc1=O,-0.3,-4,-5,1,-2,8,-4,-16,0,16
COc1ccc(Cl)cc1NC(=O)CSc1nnc(CN2CCOCC2)n1-c1ccc(Cl)cc1,-0.5,6,2,0,-3,-16,9,39,3,-39
COc1cccc(-c2noc(-c3ccc(Br)o3)n2)c1,-1.4,68,3,-11,-4,nt,-1,16,-1,-16
Cc1ccc(CNC(=O)CS(=O)Cc2nc(-c3cccs3)oc2C)cc1 (configuration not stated),-1.2,-3,0,-2,-13,-4,nt,9,nt,-9

# Of the compounds above, 2 have a nitro group on carbon.
SMILES,CAL PDZ FP-1,MITF TRPM1 HTS,Rtt109 Vps75,PvdQ inh,dFosB activator,PfHsp90 yeast 2,NSD2 HMT inh,SR-BI DiI inh,CAL PDZ FP-2,SR-BI uptake up
CCCCNC(=O)Cn1nc([N+](=O)[O-])c([N+](=O)[O-])c1C,-1.6,9,6,1,-1,3,-2,33,-1,-33
COC(=O)CSc1ccc(S(=O)(=O)N2CCC(C)CC2)cc1[N+](=O)[O-],-1.4,25,-6,4,-1,8,-4,7,-2,-7

# Single records, as listed above:
# Listed for `Cc1ccc(NC(=O)c2cccc(S(=O)(=O)N3CCN(C)CC3)c2)cc1F` : CAL PDZ FP-1: -3.5; MITF TRPM1 HTS: -40; Rtt109 Vps75: 0; PvdQ inh: 3; dFosB activator: -7; PfHsp90 yeast 2: 11; NSD2 HMT inh: 0; SR-BI DiI inh: 15; CAL PDZ FP-2: 0; SR-BI uptake up: -15
# Listed for `O=C(CSC(=S)N1CCCC1)N(Cc1nnc(-c2ccccc2Cl)o1)C1CC1` : CAL PDZ FP-1: -1.2; MITF TRPM1 HTS: -5; Rtt109 Vps75: 2; PvdQ inh: -17; dFosB activator: -14; PfHsp90 yeast 2: 9; NSD2 HMT inh: -1; SR-BI DiI inh: 8; CAL PDZ FP-2: 1; SR-BI uptake up: -8

# Among those listed so far, these contain a CF3 group.
SMILES,CAL PDZ FP-1,MITF TRPM1 HTS,Rtt109 Vps75,PvdQ inh,dFosB activator,PfHsp90 yeast 2,NSD2 HMT inh,SR-BI DiI inh,CAL PDZ FP-2,SR-BI uptake up
CC(CCc1ccccc1)NC(=O)CCNS(=O)(=O)c1ccccc1C(F)(F)F (configuration not stated),-5.0,9,0,-11,-4,-25,1,27,7,-27
O=C(CCNC(=O)c1ccco1)Nc1ccc(OC(F)(F)F)cc1,-1.8,7,-7,2,-5,-4,4,nt,-3,nt

# Additional records:
SMILES,CAL PDZ FP-1,MITF TRPM1 HTS,Rtt109 Vps75,PvdQ inh,dFosB activator,PfHsp90 yeast 2,NSD2 HMT inh,SR-BI DiI inh,CAL PDZ FP-2,SR-BI uptake up
CCOC(=O)N1CCC(NC(=O)Cn2cc3c(n2)CCCCC3)CC1,-0.8,0,-3,5,4,14,nt,6,-4,-6
Clc1ccc(C2Nc3ccccc3-n3cccc32)cc1 (configuration not stated),-0.5,-7,0,1,-5,2,nt,23,nt,-23
CC(=O)NCCC1CCN(C(=O)C2CCC(=O)N(C3CCCC3)C2)CC1 (configuration not stated),-2.9,8,-8,-2,3,3,2,7,-1,-7
CCCCCCn1c(SCC(=O)Nc2cc(C)on2)nc2ccccc2c1=O,-3.5,12,0,1,13,nt,1,37,nt,-37
CCOC(=O)C1=C(N)Oc2ccc3ccccc3c2C1c1cccc(O)c1 (configuration not stated),-1.6,nt,3,-6,-13,29,5,12,-4,-12
O=C(CCC1CCCN(C(=O)C2CCCC2)C1)NCc1ccc(F)c(F)c1 (configuration not stated),-0.2,-3,1,-2,0,2,-1,-4,-1,4
COc1cc2c(cc1OC)[C@@H]1Cc3ccc(OC)c(OC)c3CN1CC2,-0.5,-8,-3,-10,-3,-1,0,4,-4,-4
O=C(Cn1cc2c(n1)CCCCC2)NCCN1CCOCC1,0.4,-6,-9,-8,8,-5,nt,-5,-2,5
CS(=O)(=O)N(CC(=O)Nc1cccc([N+](=O)[O-])c1)c1cccc(F)c1,1.2,-1,19,9,0,10,5,7,nt,-7
CNC(=O)Cn1nc(-c2ccc(C)cc2)c2ccccc2c1=O,nt,-5,-6,-1,3,-9,-4,7,-4,-7
Cc1ccc(NC(=O)C2c3ccccc3Oc3ccccc32)c(C)c1,-1.1,4,-1,22,13,-26,-2,-29,8,29
CC(=O)N1CCc2cc(Br)cc(S(=O)(=O)NCCN3CCCCC3C)c21 (configuration not stated),nt,-7,10,0,1,-22,1,-34,-1,34
COc1cc(SC)ccc1C(=O)NCC1CCCCC1,-4.1,97*,4,-11,-2,-28,-2,nt,-5,nt
COc1ccc(S(=O)(=O)N2CCOCC2)cc1NC(=O)CN(C)Cc1c(F)cccc1Cl,-1.3,1,7,-9,-12,4,-1,42,2,-42
O=C1CN(C(=O)c2ccco2)c2ccccc2N1,-2.2,-15,-3,-5,-2,-7,-4,nt,-2,nt
NC(=O)CSc1nnc(NC(=O)C23CC4CC(CC(C4)C2)C3)s1,-2.3,42,-6,-10,-10,9,-4,-11,-8,11
CC(C)CN1C(=O)c2ccc(C(=O)NCc3ccc4c(c3)OCO4)cc2C1=O,-0.9,1,-5,-3,-4,-19,1,13,2,-13
CC(C)Nc1nnc(SCc2cc(=O)n3ccsc3n2)s1,0.1,2,-5,-6,7,-12,0,-1,-2,1
O=S(=O)(NCc1cccnc1)c1ccc(Cl)c(Cl)c1,0.0,1,-6,-9,4,20,-1,-13,3,13
CN(C)C(=O)C#Cc1ccccc1,-0.9,nt,-4,-12,-3,2,-3,-5,-2,5
C[C@H](NS(=O)(=O)c1ccc(Cl)cc1)C(=O)OCC(=O)N1CCOCC1,0.0,-5,-4,-3,-2,-14,-1,-18,-3,18
Cc1[nH]nc(-c2cccnc2)c1N=NN(C)C,0.7,-74,-3,-9,6,5,8,9,-7,-9
C/C(=N/NC(=O)c1ccc(-c2ccccc2)cc1)c1cccc(O)c1,-2.9,1,3,-13,0,12,-2,21,-2,-21

# Screening data as filed in PubChem.
